GalR3 antag: blocks the human galanin receptor 3 | hit rate 0.44% among 360,000 | inhibition, % at 3 µM | AID 651719 | HEK293 GalR3-CNG cAMP membrane potential fluorescence; galR3 body fused to GalR1 C-terminus;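 active = inhibition above the screen-wide average plus 3 SD, cut at about 13% in these data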;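 note: forskolin and galanin both at EC90 stimulate the cells; cAMP rise reported by CNG channel membrane potential dye signal; 0% = forskolin plus galanin with DMSO and 100% = forskolin alone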
Target sequence (O60755 1-299 limits assumed): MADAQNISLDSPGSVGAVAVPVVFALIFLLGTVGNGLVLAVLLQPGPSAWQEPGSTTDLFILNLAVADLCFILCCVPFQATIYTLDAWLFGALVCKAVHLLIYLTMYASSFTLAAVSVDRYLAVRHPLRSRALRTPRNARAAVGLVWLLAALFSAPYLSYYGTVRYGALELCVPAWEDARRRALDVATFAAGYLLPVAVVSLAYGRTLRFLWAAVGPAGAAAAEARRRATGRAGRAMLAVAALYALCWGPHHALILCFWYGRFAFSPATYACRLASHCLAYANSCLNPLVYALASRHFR
CRFR2-BP ag: agonists of human CRF-binding protein/CRF-R2 receptor complex; hit rate 0.46% among 350,000; activation, % at 13.2 µM; AID 588473; HEK293 CRF-R2/CRF-BP, calcium dye fluorescence (FLIPR); percent of saturating CRF peptide response;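 active = activation of at least 50%, plus an integration ratio under a set limit after plate pattern correction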;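 note: plate controls were neutral control wells without compound for no effect and CRF at EC100 for full effect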
CRFBP-R2 block: blocks CRF-induced signaling of the CRF-BP/CRF-R2 complex | HEK293 CRF-R2/CRF-BP, CRF-induced calcium fluorescence | inhibition, % at 11.8 µM | hit rate 0.59% among 350,000 | AID 588475;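 active = inhibition of the ligand-induced calcium signal above about 50% at the single tested concentration, limit read from the data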
An asterisk follows results filed as active; & = joins results of further samples. This is a subset; rates above refer to the full screens.

For Cc1ccc(S(=O)(=O)N2CCCCC2)cc1C(=O)NCCC1=CCCCC1 the results were GalR3 antag -2, CRFR2-BP ag -1.7 and CRFBP-R2 block 24.
CN(C)C(CNC(=O)CCc1nc2sc3c(c2c(=O)[nH]1)CCCC3)c1ccccc1 (centres undefined) was read as GalR3 antag -6, CRFR2-BP ag 0.5 and CRFBP-R2 block 0.
Screening Cc1cnc(C(=O)OCC(=O)Nc2ccc(C)c(S(=O)(=O)N3CCOCC3)c2)cn1 returned GalR3 antag -4, CRFR2-BP ag -0.3 and CRFBP-R2 block 7.
Screening COc1ccccc1CNC(=O)COC(=O)/C=C/c1ccc2ccccc2n1 returned GalR3 antag -6, CRFR2-BP ag -1.0 and CRFBP-R2 block 19.
For C=CCN(c1ccccc1)S(=O)(=O)c1cccc(C(=O)NNC(=O)c2ccncc2)c1 the results were GalR3 antag 0, CRFR2-BP ag -1.7 and CRFBP-R2 block 13.
Screening CCOc1ccccc1C(=O)N[C@H](C(=O)NNC(=O)c1cccs1)C(C)C returned GalR3 antag -5, CRFR2-BP ag -0.7 and CRFBP-R2 block 7.
For O=C1N[C@H](Cc2ccccc2)COC(=O)[C@@H](Cc2ccc(F)cc2)C/C=C\C[C@H]1CC(=O)N(CCO)Cc1ccccc1 the results were GalR3 antag -6, CRFR2-BP ag -1.5 and CRFBP-R2 block 2.
Screening CN(CC(=O)Nc1cccc(F)c1)C(=O)C1CC(=O)N(Cc2ccco2)C1 (centres undefined) returned GalR3 antag -2, CRFR2-BP ag -0.7 and CRFBP-R2 block -2.
`CN1CCC[C@H]1c1cccnc1` gave GalR3 antag 0, CRFR2-BP ag -2.8&-0.3 and CRFBP-R2 block 22&-13.
Screening Nc1ncccc1C(=O)OCC(=O)N1CCN(S(=O)(=O)c2ccc(Cl)cc2)CC1 returned GalR3 antag -7, CRFR2-BP ag 0.7 and CRFBP-R2 block 0.
Screening CCCCn1c(N)c(N(CCOC)C(=O)COC(=O)CCOc2ccc(C)cc2)c(=O)[nH]c1=O returned GalR3 antag 1, CRFR2-BP ag 8.3 and CRFBP-R2 block -11.
Screening Cc1cc(C)nc(NS(=O)(=O)c2ccc(NC(=O)CCC(=O)O)cc2)n1 returned GalR3 antag -1, CRFR2-BP ag -0.4 and CRFBP-R2 block -20.
`C[C@@]12C(=O)OC(=O)[C@]1(C)C1CCC2O1` gave GalR3 antag -1, CRFR2-BP ag 1.2 and CRFBP-R2 block 11.
`O=C(COc1ccc(F)cc1)Nc1nc(-c2ccccn2)cs1` gave GalR3 antag 3, CRFR2-BP ag 2.9 and CRFBP-R2 block -9.
For O=S(=O)(Nc1ccc(O)c2ccccc12)c1ccc(OC(F)(F)F)cc1 the results were GalR3 antag 2, CRFR2-BP ag 1.5 and CRFBP-R2 block -14.
Screening COc1cc(/C=C/C(=O)/C=C(O)/C=C/c2ccc(O)c(OC)c2)ccc1O returned GalR3 antag -4, CRFR2-BP ag 130* and CRFBP-R2 block -75.
Screening Cc1ccc(C(=O)COC(=O)c2nc(Cl)ccc2Cl)cc1 returned GalR3 antag -3, CRFR2-BP ag -0.2 and CRFBP-R2 block -11.
`COC(=O)[C@]1(C)N[C@H](CN(C)C(=O)COc2ccccc2)[C@@H]2C(=O)N(C)C(=O)[C@@H]21` gave GalR3 antag -6, CRFR2-BP ag -3.1 and CRFBP-R2 block 2.
CC(C)(C)OC(=O)N1CCC(NC(=O)c2[nH]cnc2C(=O)Nc2ccccc2F)CC1 was read as GalR3 antag -1, CRFR2-BP ag -1.5 and CRFBP-R2 block 0.
For CC1=C(C(=O)N(C)C)CC(CC(=O)NCCN2CCOCC2)C(=O)N1Cc1ccccc1 (centres undefined) the results were GalR3 antag -7, CRFR2-BP ag -1.2 and CRFBP-R2 block -16.
`Cc1ccc(S(=O)(=O)Nc2cc(Cl)ccc2-n2cncn2)cc1` gave GalR3 antag -7, CRFR2-BP ag -1.6 and CRFBP-R2 block 9.
`CC1CCCC(C)N1C(=O)CN1C(=O)NC2(CCCCCC2)C1=O` (centres undefined) gave GalR3 antag -5, CRFR2-BP ag -2.8 and CRFBP-R2 block -9.
Cc1cc2cc3n(c2nn1)N=C(Cl)CC3 was read as GalR3 antag -5, CRFR2-BP ag 1.9 and CRFBP-R2 block 1.
`C[C@H](CO)N1C[C@H](C)[C@@H](CN(C)S(=O)(=O)c2cccs2)Oc2c(NC(=O)c3ccncc3)cccc2C1=O` gave GalR3 antag -3, CRFR2-BP ag 2.4 and CRFBP-R2 block -8.
For Cc1sc2nc(CSCC(=O)N(C)CC(=O)Nc3ccc(F)cc3)[nH]c(=O)c2c1C the results were GalR3 antag -3, CRFR2-BP ag 0.8 and CRFBP-R2 block -6.
`O=C(COC(=O)CN1C(=O)C2CCCCC2C1=O)Nc1cc(F)ccc1F` (centres undefined) gave GalR3 antag 2, CRFR2-BP ag 1.6 and CRFBP-R2 block -1.
Screening CC(=O)NC(CC(=O)OCC(=O)c1c(N)n(CC(C)C)c(=O)n(C)c1=O)c1ccccc1 (centres undefined) returned GalR3 antag -2, CRFR2-BP ag -1.2 and CRFBP-R2 block 3.
Screening COC(=O)c1sc(S(=O)(=O)Oc2ccccc2NC(C)=O)c(C(=O)OC)c1C returned GalR3 antag 1, CRFR2-BP ag -2.9 and CRFBP-R2 block 2.
For Cc1ccnc(NC(=O)CNC(=O)C23CC4CC(CC(C4)C2)C3)c1 the results were GalR3 antag -3, CRFR2-BP ag -0.1 and CRFBP-R2 block -6.
Cc1ccc(Cl)c(OCC(=O)NC2CCN(Cc3ccccc3)CC2)c1 was read as GalR3 antag -3, CRFR2-BP ag -4.7 and CRFBP-R2 block -1.

Compounds above with an aryl methoxy group, in the order listed:
Screening COc1ccccc1CNC(=O)COC(=O)/C=C/c1ccc2ccccc2n1 returned GalR3 antag -6, CRFR2-BP ag -1.0 and CRFBP-R2 block 19.
Screening COc1cc(/C=C/C(=O)/C=C(O)/C=C/c2ccc(O)c(OC)c2)ccc1O returned GalR3 antag -4, CRFR2-BP ag 130* and CRFBP-R2 block -75.

Additional records follow:
Screening COc1cc2cnc(-c3ccccc3)c(C(=O)c3ccc(F)cc3)c2cc1OC returned GalR3 antag -7, CRFR2-BP ag -1.9 and CRFBP-R2 block -4.
Screening O=S(=O)(CCc1ccccc1)CS(=O)(=O)CCc1ccccc1 returned GalR3 antag -4, CRFR2-BP ag 0.2 and CRFBP-R2 block -34.
For COC(=O)c1ccc(CNC(=O)[C@@H]2CCCN2S(=O)(=O)c2ccccc2F)cc1 the results were GalR3 antag 2, CRFR2-BP ag 2.0 and CRFBP-R2 block -6.
COc1ccc(CNC(=O)c2csc3c2CCCC3)cc1 was read as GalR3 antag -1, CRFR2-BP ag -1.0 and CRFBP-R2 block 15.
Screening CCC(=O)c1ccc(OCC(=O)Nc2nc(C)cs2)cc1 returned GalR3 antag -5, CRFR2-BP ag -2.8 and CRFBP-R2 block -3.
Screening CCOc1ccccc1OCC(=O)Nc1cc(S(=O)(=O)N2CCCCC2)ccc1N1CCN(CC)CC1 returned GalR3 antag -2, CRFR2-BP ag 2.2 and CRFBP-R2 block -8.
Cc1cc(C(=O)NNC(=O)CN2C(=O)NC(C)(c3ccccc3)C2=O)c(C)o1 (centres undefined) was read as GalR3 antag 0, CRFR2-BP ag 0.3 and CRFBP-R2 block -1.
CCCCCCn1nc(C(=O)N(CCOC)c2c(N)n(CCCC)c(=O)[nH]c2=O)c2ccccc2c1=O was read as GalR3 antag 0, CRFR2-BP ag -1.0 and CRFBP-R2 block -3.
For O=C(CCS(=O)(=O)c1ccccc1)OCC(=O)N1CCN(S(=O)(=O)c2ccc(Cl)cc2)CC1 the results were GalR3 antag -5, CRFR2-BP ag 2.6 and CRFBP-R2 block -11.
C[C@@H]1COC(=O)[C@@H](CC(=O)OC(C)(C)C)C/C=C\C[C@@H](CC(=O)N(CCO)Cc2ccccc2)C(=O)N1 was read as GalR3 antag -5, CRFR2-BP ag 2.3 and CRFBP-R2 block -6.

The closing 4 compounds of the section before open the next one:
Cc1cc(C(=O)NNC(=O)CN2C(=O)NC(C)(c3ccccc3)C2=O)c(C)o1 (centres undefined) was read as GalR3 antag 0, CRFR2-BP ag 0.3 and CRFBP-R2 block -1.
CCCCCCn1nc(C(=O)N(CCOC)c2c(N)n(CCCC)c(=O)[nH]c2=O)c2ccccc2c1=O was read as GalR3 antag 0, CRFR2-BP ag -1.0 and CRFBP-R2 block -3.
For O=C(CCS(=O)(=O)c1ccccc1)OCC(=O)N1CCN(S(=O)(=O)c2ccc(Cl)cc2)CC1 the results were GalR3 antag -5, CRFR2-BP ag 2.6 and CRFBP-R2 block -11.
C[C@@H]1COC(=O)[C@@H](CC(=O)OC(C)(C)C)C/C=C\C[C@@H](CC(=O)N(CCO)Cc2ccccc2)C(=O)N1 was read as GalR3 antag -5, CRFR2-BP ag 2.3 and CRFBP-R2 block -6.
For O=C(COC(=O)CN1C(=O)c2ccccc2C1=O)Nc1ccccc1[N+](=O)[O-] the results were GalR3 antag 0, CRFR2-BP ag -1.4 and CRFBP-R2 block 0.
`Cc1c(N)cc2c(c1N)C(C)(C)CC2(C)C` gave GalR3 antag -4, CRFR2-BP ag -2.1 and CRFBP-R2 block -6.
`CC(=O)Nc1ccc(C(=O)COC(=O)c2cccs2)c(F)c1` gave GalR3 antag -5, CRFR2-BP ag -1.1 and CRFBP-R2 block 0.
CS(=O)(=O)c1ccc(NC(=O)CCCc2nc3ccccc3c(=O)[nH]2)cc1 was read as GalR3 antag -5, CRFR2-BP ag 0.0 and CRFBP-R2 block 0.
Screening COc1cccc(-c2ncc3ccccc3c2CO)c1 returned GalR3 antag -6, CRFR2-BP ag -3.0 and CRFBP-R2 block 8.
`O=C(CCC(=O)c1cccs1)OCC(=O)c1ccc(F)cc1` gave GalR3 antag -3, CRFR2-BP ag 0.1 and CRFBP-R2 block -14.
For Cc1ccc(S(=O)(=O)NCC(=O)OCCOc2ccc(Br)cc2)cc1 the results were GalR3 antag -7, CRFR2-BP ag -0.7 and CRFBP-R2 block 0.
Screening Clc1nnc2c3ccccc3ccn12 returned GalR3 antag -4, CRFR2-BP ag -2.4 and CRFBP-R2 block 1.
For CC(C)Cn1cnc2c(SCc3ccccc3F)nc(N)nc21 the results were GalR3 antag -2, CRFR2-BP ag -1.5 and CRFBP-R2 block 9.
Screening Cc1ccccc1OCCC(=O)OCC(=O)Nc1c(C)nn(-c2ccccc2)c1C returned GalR3 antag 1, CRFR2-BP ag -2.8 and CRFBP-R2 block 10.
COC(=O)[C@]1(Cc2ccccc2)N[C@H](CN(C)C(=O)Nc2ccc(OC)cc2)[C@@H]2C(=O)N(Cc3ccccc3)C(=O)[C@@H]21 was read as GalR3 antag -6, CRFR2-BP ag -2.7 and CRFBP-R2 block -14.
Screening Cc1[nH]c2ccc(C(=O)OC(C)C(=O)NCc3ccccc3)cc2c1C (centres undefined) returned GalR3 antag -2, CRFR2-BP ag -2.6 and CRFBP-R2 block 23.
Screening CCCCCCN1C[C@@H](O)[C@H](n2cc(C3CC3)nn2)C[C@@H]1c1ccccc1 returned GalR3 antag -5, CRFR2-BP ag 2.4 and CRFBP-R2 block -17.
`O=C(NCC(c1ccc(F)cc1)N1CCOCC1)c1ccco1` (centres undefined) gave GalR3 antag -3, CRFR2-BP ag -1.4 and CRFBP-R2 block 0.
For O=C(OCC(=O)N1CCCC1)c1ccccc1C(=O)c1ccccc1 the results were GalR3 antag -8, CRFR2-BP ag -1.7 and CRFBP-R2 block 4.
Screening COc1ccc(C(CNC(=O)c2cc(S(=O)(=O)N3CCCC3)ccc2Cl)N2CCCC2)cc1 (centres undefined) returned GalR3 antag -5, CRFR2-BP ag -0.4 and CRFBP-R2 block -1.
For CS(=O)(=O)N(CC(=O)O)c1cc(C(F)(F)F)ccc1Cl the results were GalR3 antag -6, CRFR2-BP ag 0.6 and CRFBP-R2 block 8.
Screening O=C(Nc1ccc2c(c1)N(S(=O)(=O)c1cccs1)CCC2)c1c(F)cccc1F returned GalR3 antag -6, CRFR2-BP ag 3.4 and CRFBP-R2 block -7.
For CCOc1ccc2oc(C(=O)N(CC)CC(=O)Nc3c(F)cccc3F)c(C)c2c1 the results were GalR3 antag 0, CRFR2-BP ag -2.2 and CRFBP-R2 block 4.
For C[C@H]1CN([C@@H](C)CO)C(=O)c2cc(Br)cnc2O[C@H]1CN(C)C(=O)c1ccccn1 the results were GalR3 antag -6, CRFR2-BP ag -0.2 and CRFBP-R2 block -6.
`Cc1ccc(CNC(=O)c2cccc3c2C(=O)c2ccc(N4CCCCC4)cc2S3(=O)=O)cc1` gave GalR3 antag -5, CRFR2-BP ag 57* and CRFBP-R2 block -19.
Screening O=C(CN1C(=O)NC2(CCCC2)C1=O)OCc1ccccc1 returned GalR3 antag -5, CRFR2-BP ag -0.5 and CRFBP-R2 block 4.
Screening Cc1ccc(C(=O)OCC(=O)NCc2cccs2)s1 returned GalR3 antag 0, CRFR2-BP ag -1.7 and CRFBP-R2 block 14.
For CNc1nnc(SCC(=O)c2c(N)n(C3CC3)c(=O)[nH]c2=O)s1 the results were GalR3 antag -4, CRFR2-BP ag 0.4 and CRFBP-R2 block 2.
Screening CCCCN(C(=O)c1ccc(-c2ccc(Cl)cc2)o1)c1c(N)n(CCCC)c(=O)[nH]c1=O returned GalR3 antag -1, CRFR2-BP ag 1.5 and CRFBP-R2 block 5.
`O=C1CCc2cc(S(=O)(=O)NCc3ccccc3Cl)ccc2N1` gave GalR3 antag 6, CRFR2-BP ag -0.7 and CRFBP-R2 block 4.
C[C@@H]1CN([C@H](C)CO)C(=O)c2cc(NC(=O)Cc3cn(C)c4ccccc34)ccc2O[C@H]1CN(C)S(=O)(=O)c1ccc(F)cc1 was read as GalR3 antag -1, CRFR2-BP ag 0.4 and CRFBP-R2 block 2.
